TbHK1 inh – T. brucei hexokinase 1 inhibition | recombinant TbHK1, G6PDH-coupled NADH A340 | inhibition, % at 10 µM | 220,000 tested, 0.11% active | AID 1430;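 active = inhibition of 50% or more in the single-dose primary screen; inactive = inhibition below 50%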
PPC-1+TRAIL kill – kills PPC-1 cancer cells in the presence of TRAIL; PPC-1 cells + TRAIL, ATPLite viability luminescence; 220,000 tested, 0.41% active; AID 1443; cell killing (% activity), % at 4 µM;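 active = cell killing above 50% in the first pass at 4 µM, then a duplicate retest at 5 µM averaging 50% or more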;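 also: plate controls were cells with TRAIL plus DMSO for no effect and medium-only wells lacking cells for full effect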
EBV gp42 inh – inhibitors of Epstein-Barr virus glycoprotein 42. Q1HVG2. Fluorescence polarization binding assay, mP read-out. inhibition, % (tested at 21.74 µM). 220,000 tested, 0.42% active; in the data active = inhibition above about 50%
Target sequence (Q1HVG2 whole entry, looked up): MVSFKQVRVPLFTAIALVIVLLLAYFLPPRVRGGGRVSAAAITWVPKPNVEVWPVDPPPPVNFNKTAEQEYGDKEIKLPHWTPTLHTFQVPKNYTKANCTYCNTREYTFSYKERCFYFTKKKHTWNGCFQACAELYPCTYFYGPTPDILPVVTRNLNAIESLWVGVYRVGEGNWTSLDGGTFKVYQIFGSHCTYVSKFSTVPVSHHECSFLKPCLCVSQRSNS
Furin inhibitor – inhibitors of human furin; inhibition, % at 30 µM; AID 463115; purified furin, fluorogenic substrate cleavage; 220,000 tested, 0.061% active; P09958; in the data active = inhibition above about 25%; also: inactives centre near -15
Target sequence (P09958 108-714 limits assumed): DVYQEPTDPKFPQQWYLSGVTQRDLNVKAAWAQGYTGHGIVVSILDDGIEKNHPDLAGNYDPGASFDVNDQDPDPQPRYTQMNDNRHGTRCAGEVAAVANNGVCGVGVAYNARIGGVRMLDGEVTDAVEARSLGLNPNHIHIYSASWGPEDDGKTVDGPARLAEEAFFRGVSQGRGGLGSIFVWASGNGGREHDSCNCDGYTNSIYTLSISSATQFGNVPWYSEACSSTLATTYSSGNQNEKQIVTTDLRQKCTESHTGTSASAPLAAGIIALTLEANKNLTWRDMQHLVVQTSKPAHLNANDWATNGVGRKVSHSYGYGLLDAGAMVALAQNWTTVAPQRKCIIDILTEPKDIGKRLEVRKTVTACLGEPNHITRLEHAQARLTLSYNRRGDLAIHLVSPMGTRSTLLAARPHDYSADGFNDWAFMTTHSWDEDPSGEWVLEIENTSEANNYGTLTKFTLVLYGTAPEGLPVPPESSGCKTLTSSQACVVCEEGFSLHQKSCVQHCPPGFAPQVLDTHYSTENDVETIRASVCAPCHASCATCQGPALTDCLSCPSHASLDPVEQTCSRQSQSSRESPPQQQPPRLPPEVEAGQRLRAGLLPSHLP
TRPN1 ag – activates the zebrafish TRPN1 channel; HEK293 zebrafish TRPN1-YFP, Fluo-8 calcium fluorescence; 100% = response to 87 µM carbachol; activation, % at 3 µM; 220,000 tested, 0.18% active; AID 1424;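 active = activation above its plate's cutoff, the mean activation of test wells on that plate plus 3 SD, cut at about 19% in these data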;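 also: 0% = DMSO alone and 100% = 87 µM carbachol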
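Control set: carbachol 87 µM as high control, DMSO as low control; system: HEK293 stable line with zebrafish TRPN1-YFP; read-out: % activation versus carbachol response; detection: intracellular calcium fluorescence with Fluo-8; doses: single test compound dose, 3 µM nominal, 0.3% DMSO; schedule: dye 1 h 37 °C plus 30 min RT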
m-calpain inh – inhibitors of pig calpain II; purified calpain II, fluorogenic peptide substrate, 30 min; inhibition, % at 16 µM; 220,000 tested, 0.37% active;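 active = inhibition above about 50%, limit read from the data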
TRPML3 ag – human mucolipin-3 channel agonism. Q8TDD5. HEK293 TRPML3-YFP, Fluo-8 calcium fluorescence; 100% = the carbachol control signal. activation, % at 3 µM. 220,000 tested, 0.29% active. AID 1448;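 active = activation above its plate's cutoff, the mean activation of the plate's test wells plus 3 SD, cut at about 12% in these data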;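 also: 0% = DMSO only wells and 100% = carbachol wells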
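Test system: HEK293 cells stably carrying human TRPML3-YFP; Doses: single dose, 3 µM final nominal compound, 0.3% DMSO final; Schedule: dye loading 1 h 37 °C then 30 min ambient, 125 s read; Technique: Fluo-8 calcium fluorescence; Benchmarks: high control carbachol 87 µM, low control DMSO.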
Cl transport mod – modulators of human KCC2 chloride dependent transport; Q9H2X9; KCC2 cells, thallium flux FluoZin-2 fluorescence; B-score of Tl+ flux slope (higher = more flux/activation; lower = inhibition) at 10 µM; 190,000 tested, 2.2% active; AID 1456;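 active = thallium flux slope and its plate-corrected score both differing from the plate sample mean at a set confidence after two filtering rounds, in either direction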;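 also: slope of fluorescence scaled to starting intensity during 10 to 20 s after thallium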
thrombin 1536 – thrombin (human) inhibition. 220,000 tested, 0.26% active. P00734. inhibition, % at 5 µM. AID 1046. alpha-thrombin, Boc-VPR-AMC fluorogenic substrate cleavage;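 active = inhibition at or above 40%; inactive = inhibition below 40%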;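 also: 0% = enzyme with no compound and 100% = wells without enzyme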
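System – human alpha-thrombin · Medium – pH 7.5 Tris (50 mM) with NaCl 150 mM, Tween 20 0.05% · Compound – single-point dosing at 5 µM, 0.2% DMSO · Incubation – enzyme reaction carried out at room temperature · Technique – fluorescence of released AMC, ex 355 nm, em 460 nm · Read-out basis – % inhibition of thrombin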
* marks the source's active call; other numbers are inactive results; i = inactive; nt = not tested or not shown; [ ] = another dose, or the depositor's remark. No enrichment for hits; any-hit rate near 3.6%.

SMILES	TbHK1 inh	PPC-1+TRAIL kill	EBV gp42 inh	Furin inhibitor	TRPN1 ag	m-calpain inh	TRPML3 ag	Cl transport mod	thrombin 1536
O=c1[nH]cnc2scc(-c3ccsc3)c12	-1	12	-15	-19	-0.3	-46	0.1	-1.2	1
O=C(NC1CCCCC1)N(CCO)Cc1cc2cc3c(cc2[nH]c1=O)OCCO3	3	38	-22	-14[20 µM]	-0.9	-226	0.1	-0.019	2
COCC(=O)Nc1nnc(SCC(=O)NCc2cccs2)s1	2	-12	-15	-12	0.5	-4	0.5	-0.13	1
CCc1nnc(NS(=O)(=O)c2ccc(NC(=S)NC(=O)c3ccc(F)cc3)cc2)s1	-7	-7	-7	-12	0.7	-13	0.6	-0.64	-3
O=C(CCS(=O)(=O)c1ccc(Br)cc1)NCc1cccs1	5	18	17	-2	-0.5	14	0.0	-0.55	-2
Cc1ccc(Cl)cc1NS(=O)(=O)c1c(C)[nH]c(=O)[nH]c1=O	-2	21	-4	-22	0.7	14	0.7	nt	104*
O=CN1CCCN(Cc2nc(-c3cccc(Cl)c3)no2)CC1	-9	13	-1	-14	0.8	18	1.3	0.99	-4
O=C(Nc1ccc2c(c1)OCCO2)C1CCN(S(=O)(=O)c2ccc(Br)s2)CC1	4	-6	-3	-9[20 µM]	0.9	25	1.6	-0.25	3
Cc1oc2cc(O)ccc2c(=O)c1-c1cnn(-c2ccccc2)c1	5	-13	-4	-26	0.1	i	-1.0	-0.32	3
N#CC(C#N)C(c1ccsc1)c1c(-c2ccccc2)[nH][nH]c1=O (centres undefined)	-1	-13	-12	-27[20 µM]	0.3	-28	-0.1	1.4	0
CC(C)OC(=O)CSc1nnc(Cc2ccccc2)n1C	-1	-8	-1	-30	0.6	30	0.6	nt	-4
COc1ccc2cc(CCNC(=O)CC(C)(C)C)c(=O)[nH]c2c1	-25	-9	-9	-8[20 µM]	0.2	-15	0.7	0.64	1
Cc1nc(NC(=O)COc2ccccc2)sc1C(=O)Nc1ccccc1	-9	13	-9	-17[20 µM]	0.2	8	-0.2	nt	-4
NC(=O)C[n+]1cccc(CNC(=O)c2ccc(OC(F)F)cc2)c1	-3	18	-24	-20	0.3	-19	1.1	0.78	1
CSc1ccc(OC2CCCCC2NS(=O)(=O)c2ccc(Cl)cc2)cc1 (centres undefined)	43	20	0	-6	1.1	31	0.0	0.17	-4
Cc1cc(C(F)(F)F)nc(SCCN2CCOCC2)c1C#N	3	4	-36	-19	0.9	9	0.6	-0.87	-3
N#C/C(=C(/O)c1ccc([N+](=O)[O-])s1)c1nc2ccccc2[nH]1	3	26	-15	-6	12	33	3.9	0.4	-7
O=C(/C=C/c1ccccc1)NCCOc1ccccc1	-4	12	-12	-24	-1.8	3	-0.1	-0.72	-6
CCC(CO)NCC(O)COCc1ccc2c(c1)OCO2 (centres undefined)	0	-3	10	-17	-1.2	10	0.1	2.1	-4
O=C(NCc1ccco1)C1CCCN1S(=O)(=O)c1ccccc1C(F)(F)F (centres undefined)	-5	-2	-1	-36	0.8	-21	0.3	0.8	7
CCOC(=O)c1ccc(NC(=S)N2CCCC(C(=O)OCC)C2)cc1 (centres undefined)	6	5	-2	-5	0.1	25	-0.4	0.28	5
O=C(c1cc(COc2ccc(F)cc2F)on1)N1CCCC(c2ccccc2)C1 (centres undefined)	6	1	2	-8	-1.5	22	0.7	-1.6	-6
CCOC(=O)c1c(NC(=O)COC(=O)c2cc(OC)c(OC)cc2[N+](=O)[O-])sc(C)c1C	4	-5	4	-20	0.8	-36	1.0	-0.71	-9
Cc1cccc(N2CCc3c2nc2ccc(Br)cc2c3N)c1	5	8	7	-49[20 µM]	-1.1	-150	0.7	-0.1	0
CCc1sc(C(=O)Nc2cccc(C(C)=O)c2)cc1C	-2	11	6	-10	-2.8	39	-1.1	-0.19	-4

Brought forward from above: two compounds, then new ones.
SMILES	TbHK1 inh	PPC-1+TRAIL kill	EBV gp42 inh	Furin inhibitor	TRPN1 ag	m-calpain inh	TRPML3 ag	Cl transport mod	thrombin 1536
Cc1cccc(N2CCc3c2nc2ccc(Br)cc2c3N)c1	5	8	7	-49[20 µM]	-1.1	-150	0.7	-0.1	0
CCc1sc(C(=O)Nc2cccc(C(C)=O)c2)cc1C	-2	11	6	-10	-2.8	39	-1.1	-0.19	-4
C1CC1Cc1noc(CN2CCN(C3C4CC5CC(C4)CC3C5)CC2)n1 (centres undefined)	-2	22	-22	-16	0.3	12	-0.1	0.04	-2
O=C1c2ccccc2COc2ccc(O)cc21	-3	26	-10	-9[20 µM]	-0.3	-27	0.1	nt	-9
CN(c1ccccc1)c1cc(=O)[nH]c(=O)[nH]1	3	10	-11	-25	-0.5	-18	0.0	-0.085	-2
CCOC(=O)C1=NNC2C(=O)N(CC)C(=O)C12 (centres undefined)	0	1	-21	-11[20 µM]	2.4	-2	1.5	nt	-2
COC(=O)c1cn(NC(=O)c2cc(OC)cc(OC)c2)c(=O)c2ccccc12	-10	15	6	-33[20 µM]	-0.5	-14	-0.6	0.11	3
COc1cc(-c2nc3cnccn3c2Nc2ccc3c(c2)OCCO3)ccc1O	-13	-17	-13	-8	1.2	19	0.4	-0.81	3
CC1Cc2nc(SCC(=O)c3ccccc3)n(Cc3ccccc3)c(=O)c2S1 (centres undefined)	4	4	-4	-38	-0.5	3	0.4	nt	-5
C=CCN1C(=O)C(CC(=O)Nc2ccccc2F)S/C1=N\c1nccs1 (centres undefined)	-11	25	-8	-24	0.4	-19	-0.3	-0.081	-2
CCN1CCN(Cc2coc3ccc(C)cc3c2=O)CC1	4	6	-21	-14	0.0	14	0.4	nt	-1
Cc1nc2cccc(C(=O)Oc3ccc([N+](=O)[O-])cc3)c2o1	-4	8	-8	-16	1.6	-11	0.6	-1.1	5
CCOC(=O)C1=C(C)NC(C)=C(C(=O)OCC)C1/C=C/c1ccccc1OC	-5	5	-1	-12	-2.4	-84	-0.9	0.72	-12
CCc1nnc(NC(=O)Cc2ccc(OC)c(OC)c2)s1	3	16	-5	-18	-1.0	-9	-0.2	1.5	2
CSc1ncccc1C(=O)OCC(=O)c1cc(C)n(CC2CCCO2)c1C (centres undefined)	-13	32	-2	-23	0.7	6	1.5	0.67	2
CO/N=C(\c1nonc1N)N1CCN(c2ccc([N+](=O)[O-])cc2Cl)CC1	1	14	-3	-16	0.7	10	1.0	1.2	-2
CC1(C)Oc2ccc3ccc(=O)oc3c2-c2cn[nH]c21	-20	1	-48	-13[20 µM]	-0.6	-98	-0.3	-0.84	-5
CCN(CC)c1ccc(N=Nc2ncn[nH]2)cc1	-3	47	-42	-21	-0.6	9	-0.6	0.016	-23
CCCN(CCC)C(=O)CP(=O)(c1ccccc1)c1ccccc1	-7	4	-3	-9[20 µM]	-2.3	-21	-0.6	0.18	-1
CN(C)C(C(=O)Nc1cc(Cl)cc(Cl)c1)c1ccccc1 (centres undefined)	-2	27	-2	-16	-0.8	-5	-0.8	-0.017	-3
COc1cc(C=C2C(=O)c3ccccc3C2=O)ccc1O	-11	19	-17	-12	-3.5	-6	-0.3	nt	-5

Among those listed so far, these contain fluorine.
SMILES	TbHK1 inh	PPC-1+TRAIL kill	EBV gp42 inh	Furin inhibitor	TRPN1 ag	m-calpain inh	TRPML3 ag	Cl transport mod	thrombin 1536
CCc1nnc(NS(=O)(=O)c2ccc(NC(=S)NC(=O)c3ccc(F)cc3)cc2)s1	-7	-7	-7	-12	0.7	-13	0.6	-0.64	-3
NC(=O)C[n+]1cccc(CNC(=O)c2ccc(OC(F)F)cc2)c1	-3	18	-24	-20	0.3	-19	1.1	0.78	1
Cc1cc(C(F)(F)F)nc(SCCN2CCOCC2)c1C#N	3	4	-36	-19	0.9	9	0.6	-0.87	-3
O=C(NCc1ccco1)C1CCCN1S(=O)(=O)c1ccccc1C(F)(F)F (centres undefined)	-5	-2	-1	-36	0.8	-21	0.3	0.8	7
O=C(c1cc(COc2ccc(F)cc2F)on1)N1CCCC(c2ccccc2)C1 (centres undefined)	6	1	2	-8	-1.5	22	0.7	-1.6	-6
C=CCN1C(=O)C(CC(=O)Nc2ccccc2F)S/C1=N\c1nccs1 (centres undefined)	-11	25	-8	-24	0.4	-19	-0.3	-0.081	-2

Three compounds already listed, ordered by count of non-hydrogen atoms, highest first:
SMILES	TbHK1 inh	PPC-1+TRAIL kill	EBV gp42 inh	Furin inhibitor	TRPN1 ag	m-calpain inh	TRPML3 ag	Cl transport mod	thrombin 1536
CSc1ncccc1C(=O)OCC(=O)c1cc(C)n(CC2CCCO2)c1C (centres undefined)	-13	32	-2	-23	0.7	6	1.5	0.67	2
CO/N=C(\c1nonc1N)N1CCN(c2ccc([N+](=O)[O-])cc2Cl)CC1	1	14	-3	-16	0.7	10	1.0	1.2	-2
CCc1nnc(NC(=O)Cc2ccc(OC)c(OC)c2)s1	3	16	-5	-18	-1.0	-9	-0.2	1.5	2
